# Screens: PubChem, several laboratories
# PPC-1+TRAIL kill: compounds killing PPC-1 cancer cells with TRAIL present (potentiator screen, no TRAIL-free arm). cell killing (% activity), % at 4 µM. AID 1443. PPC-1 cells + TRAIL, ATPLite viability luminescence. 220,000 compounds, 0.41% hits;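 active means cell killing above 50% in the first pass at 4 µM, then a duplicate retest at 5 µM averaging 50% or more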;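 further: plate controls were cells with TRAIL plus DMSO for no effect and medium-only wells lacking cells for full effect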
# RBBP9 inh: human RBBP9 hydrolase inhibition; O75884; recombinant RBBP9, FP-Rh probe fluorescence polarization; 220,000 compounds, 0.2% hits; inhibition, % at 7.94 µM;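 active means inhibition above the campaign mean of all tested compounds plus 3 SD, cut at about 14% in these data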;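 further: plate controls were DMSO wells with RBBP9 for no effect and wells lacking RBBP9 protein for full effect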
# Target sequence (O75884 whole entry, looked up): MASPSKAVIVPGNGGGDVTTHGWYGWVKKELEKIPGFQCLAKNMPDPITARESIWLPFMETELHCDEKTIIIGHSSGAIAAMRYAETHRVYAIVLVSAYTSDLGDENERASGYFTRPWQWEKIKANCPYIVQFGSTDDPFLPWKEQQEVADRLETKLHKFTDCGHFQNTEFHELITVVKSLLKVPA
#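 System: RBBP9 protein | Quantity: 2.5 µM RBBP9 dispensing solution, before mixing | Reagent: FP-Rh probe, 375 nM dispensing solution | Timing: Enzyme-compound preincubation 30 min, then probe labeling 45 min, 25 °C | Measured by: Fluorescence polarization | Read-out: % inhibition | Replication: One well per compound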
# TRPN1 ag: zebrafish TRPN1 (NompC) channel agonism; HEK293 zebrafish TRPN1-YFP, Fluo-8 calcium fluorescence; 100% = response to 87 µM carbachol; activation, % at 3 µM; 220,000 compounds, 0.18% hits; AID 1424;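 active means activation above its plate's cutoff, the mean activation of test wells on that plate plus 3 SD, cut at about 19% in these data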;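 further: 0% = DMSO alone and 100% = 87 µM carbachol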
#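 System: zebrafish TRPN1-YFP in HEK293 cells / Dosing: 3 µM single point / Timing: dye loading 1 h at 37 °C, then 30 min room temperature / Signal: Fluo-8 calcium fluorescence, excitation 470-495 nm, emission 515-575 nm / Read-out basis: percent activation from peak over basal fluorescence ratio, control-normalized / Control set: high carbachol 87 µM, low DMSO alone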
# Wee1 degr inh: human Wee1 degradation inhibition, primary screen; reporter increase, % at 5 µM; 220,000 compounds, 1.2% hits; P30291; AID 1321; HeLa Luc-Wee1K328M stability, luciferase luminescence; 100% = proteasome inhibitor MG132 effect;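 active means activation above the mean of all tested compounds plus 3 SD, set per screening run, cut at about 8.8% in these data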;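 further: cells exposed to compound for 20 h before luminescence read; 0% = DMSO alone and 100% = MG132 at 30 µM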
# BaF3 parental: parental Ba/F3 viability inhibition as JAK2V617F counter-screen. inhibition, % at 5.6 µM. CellTiter-Glo ATP luminescence. 220,000 compounds, 1.1% hits;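 active means inhibition above a per-campaign cutoff, the mean inhibition of all tested compounds plus 3 SD, cut at about 27% in these data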;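 further: 0% = DMSO wells and 100% = JAK Inhibitor I control wells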
# TRPML3 ag: activates the human TRPML3 channel. Q8TDD5. HEK293 TRPML3-YFP, Fluo-8 calcium fluorescence; 100% = the carbachol control signal. activation, % at 3 µM. 220,000 compounds, 0.29% hits. AID 1448;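 active means activation above its plate's cutoff, the mean activation of the plate's test wells plus 3 SD, cut at about 12% in these data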;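 further: 0% = DMSO only wells and 100% = carbachol wells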
# Target sequence (Q8TDD5 whole entry, looked up): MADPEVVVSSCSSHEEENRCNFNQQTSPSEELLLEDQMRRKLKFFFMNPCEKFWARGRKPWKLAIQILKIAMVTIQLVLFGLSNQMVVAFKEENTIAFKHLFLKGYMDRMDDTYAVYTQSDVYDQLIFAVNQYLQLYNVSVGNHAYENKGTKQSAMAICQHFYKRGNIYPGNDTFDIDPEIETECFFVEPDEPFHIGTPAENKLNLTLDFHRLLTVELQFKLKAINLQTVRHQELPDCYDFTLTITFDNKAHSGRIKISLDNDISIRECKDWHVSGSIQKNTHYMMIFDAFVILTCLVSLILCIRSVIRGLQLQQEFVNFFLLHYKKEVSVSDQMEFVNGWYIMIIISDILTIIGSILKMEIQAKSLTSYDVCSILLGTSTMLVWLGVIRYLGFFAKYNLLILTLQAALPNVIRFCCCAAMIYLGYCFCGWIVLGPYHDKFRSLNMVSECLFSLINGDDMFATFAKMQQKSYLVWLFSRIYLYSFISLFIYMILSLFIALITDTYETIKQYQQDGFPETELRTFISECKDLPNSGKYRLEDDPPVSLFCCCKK
#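 Material: HEK293 cells stably carrying human TRPML3-YFP; compound dosing: single dose, 3 µM final nominal compound, 0.3% DMSO final; incubation: 1-h 37 °C dye load, 5-s basal, 120-s post-compound reads; technique: Fluo-8 intracellular calcium fluorescence, excitation 470-495 nm, emission 515-575 nm; read-out basis: percent activation from peak-to-basal fluorescence ratio, scaled between DMSO and carbachol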
# Ba/F3 V617F tox: reduce viability of Ba/F3 cells dependent on JAK2V617F. 220,000 compounds, 1.1% hits. Ba/F3 EpoR-JAK2V617F viability, ATP luminescence. inhibition, % at 5.6 µM. AID 1446;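 active means inhibition above the campaign mean plus 3 SD over all tested compounds, cut at about 24% in these data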;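 further: cytokine-independent growth of Ba/F3 cells driven by EpoR plus mutant JAK2; 0% = DMSO-treated cells and 100% = JAK inhibitor I control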
# TNF death inh: TNF-alpha cell death inhibition in Jurkat FADD-/- cells. AID 463075. activation (protection from cell death), % at 10 µM. 220,000 compounds, 0.068% hits. Jurkat FADD-/- TNF necroptosis rescue, ATP luminescence, 24 h; 0 = TNF only, 100 = no-TNF cells;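 active means activation, meaning protection from cell death, of at least 50% relative to plate controls; inactive means activation below 50%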;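 further: necroptosis triggered by 40 ng/mL TNF-alpha added together with compound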
# CHOP inh: inhibitors of CHOP induction in ER stress response; AID 2732; inhibition, % at 10 µM; CHO-K1 CHOP-promoter luciferase, tunicamycin-induced, 15-18 h; 220,000 compounds, 3.8% hits;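 active means compounds that reduced the stress-induced luciferase reporter signal by more than about 70% of percent inhibition, limit read from the data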;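 further: 0% = tunicamycin plus vehicle and 100% = wells without tunicamycin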
# Numbers without * were called inactive; / = no result given; [ ] = remark or other dose.
compound	PPC-1+TRAIL kill	RBBP9 inh	TRPN1 ag	Wee1 degr inh	BaF3 parental	TRPML3 ag	Ba/F3 V617F tox	TNF death inh	CHOP inh
COc1ccc(-c2nnn(CC(=O)c3ccccc3)n2)cc1OC	-1	-10	0.3	0	2	0.9	-4	-2.3	1
Cc1cccc(Nc2nc(N)c([N+](=O)[O-])c(N3CCCC(C)C3)n2)c1 (configuration not stated)	20	-10	-0.8	-1	8	0.4	0	1.6	103*
Cc1c(C=O)c2ccccn2c1C(=O)c1cccc([N+](=O)[O-])c1	19	-8	1.4	1	6	0.3	-2	0.4	30
O=C(NCCN1C(=O)S/C(=C/c2ccccc2)C1=O)C1CCCN1C(=O)c1cccs1 (configuration not stated)	21	-6	-0.5	6	5	0.1	-2	1.1	15
CCOc1ccc(N2CC(O)(c3cccs3)[N+]3=C2CCCC3)cc1 (configuration not stated)	15	-6	-0.6	0	25	0.9	23*	0.4	16
COc1ccc(C2CC(c3cccs3)=NN2C(=O)CSc2nnnn2C)cc1OC (configuration not stated)	8	-8	2.2	-3	6	0.3	7	0.0	-32
COc1ccc(CCN(C(=O)Cn2nnc3ccccc32)C(C(=O)NCC2CCCO2)c2ccncc2)cc1OC (configuration not stated)	5	4	-0.6	-1	-1	0.3	-4	2.2	0
CSC(=S)N/N=C/c1ccc(N(C)C)cc1	6	-6	-0.5	2	2	0.1	-3	-2.8	-150
Cc1ccc(NC(=O)C2CCCN(S(=O)(=O)c3ccc4c(c3)oc(=O)n4C)C2)nc1 (configuration not stated)	8	-8	2.5	-3	6	-0.4	4	-0.7	18
CN(C)CCNC(=O)/C(=C/c1ccc(-c2cccc(Cl)c2)o1)NC(=O)c1ccccc1	10	-10	-0.6	2	3	0.1	-1	4.6	32
CCOC(=O)c1ccc(-c2ccc(/C=C(\C#N)C(=O)NCC3CCCO3)o2)cc1 (configuration not stated)	6	-4	-0.5	-1	-3	0.8	4	-8.4	49
O=Nc1onc(-c2ccc([N+](=O)[O-])cc2)c1NO	17	-7	-0.2	0	7	0.1	-3	0.1	21
CC(C(=O)N1CCN(c2ccccc2)CC1)N1C(=O)C2CC=CCC2C1=O (configuration not stated)	8	-13	0.5	2	6	-0.7	1	-5.2	7
CC(=O)Nc1cc(C(=O)c2ccccc2)ccc1N1CCOCC1	19	-13	0.5	5	5	0.8	3	-1.2	20
CC(=O)Oc1ccc2c(c1)C(=O)c1ccccc1CO2	-8	1	-0.3	1	4	0.0	0	-0.8	19
N#CCCN(C(=O)COc1ccc(C#N)cc1)c1ccc(F)cc1	15	-15	0.9	0	2	1.0	2	-0.3	6
CCc1ccc(NS(=O)(=O)c2ccc3[nH]cc(C(=O)N(C)Cc4ccco4)c(=O)c3c2)cc1	-10	-4	-0.6	2	-2	0.4	-2	-2.2	-17
Cn1cccc1CC(=O)NNC(=O)Nc1ccc(F)cc1	18	-5	2.8	4	4	0.8	0	0.2	-15
O=C(N/N=C/c1cc(Cl)ccc1O)c1ccccc1Br	20	-8	-1.4	-1	4	-0.4	0	-10.0	49
CCOC(=O)c1cnc2c(C(=O)OC)cccc2c1NCc1ccco1	11	-10	0.8	0	2	-0.3	7	-4.7	1
Cc1ccc(C(=O)Nc2scc(-c3ccccc3)c2C(=O)O)o1	26	-7	-0.8	-2	7	0.5	2	-0.4	-20
CN(c1ccccc1)c1nc2ccsc2c(=O)s1	2	-8	-2.7	1	5	-1.4	5	-0.3	44
Cc1cc(N2CCC(C)CC2)nc(SCC(=O)c2ccccc2)n1	-12	1	-2.1	1	5	-0.4	3	-3.1	46
Cc1cc(NC(=O)COC(=O)C2COc3ccccc3O2)no1 (configuration not stated)	16	-7	0.0	-2	2	-0.2	3	-1.4	5
COc1ccc(-c2csc(NC(=O)Cc3cccc4ccccc34)c2C(=O)O)cc1	16	-1	0.9	1	7	1.1	0	0.6	-4
CCN1C(=O)NC2C1N(S(C)(=O)=O)CCN2S(C)(=O)=O (configuration not stated)	-2	-10	0.6	5	5	-0.3	1	-0.7	-31
Cc1cc(NC(=O)CN2CCOCC2)n(-c2ccccc2)n1	-2	-5	0.2	0	4	1.1	-5	4.0	4
O=C(CCc1ccc(S(=O)(=O)NCc2ccccc2)cc1)N1CCN(Cc2ccc3c(c2)OCO3)CC1	16	-7	5.2	-1	9	1.9	4	-1.2	7
CCN1CCc2c(sc(NC(=O)c3ccc(S(=O)(=O)N4CCOCC4)cc3)c2C(N)=O)C1	16	5	-0.5	4	9	0.5	1	6.1	-7
O=C(O)c1cc(S(=O)(=O)N2CCOCC2)ccc1N1CCCCC1	13	-1	0.3	-3	1	0.4	-2	-0.1	50
O=C(NNC(=O)c1cccs1)c1ccc2ccccc2c1	2	6	1.4	3	3	1.2	0	0.1	3
COC(=O)c1ccc(NC(=O)C(C)N2C(=O)c3ccccc3C2=O)cc1 (configuration not stated)	5	-7	0.7	3	3	1.9	4	-0.4	-11
CC(=O)c1ccc(-n2c(-c3cc(-c4ccco4)[nH]n3)n[nH]c2=S)cc1	29	-9	0.5	-2	4	0.9	-2	0.3	0
O=C(CN1C(=O)C2CCCCC2C1=O)OCC(=O)c1ccc(Cl)s1 (configuration not stated)	14	-9	-0.2	3	8	1.6	-3	0.2	-5
COc1cccc2cc(C(C)N(CCCN3CCOCC3)C(=S)Nc3cccc(C)c3)oc12 (configuration not stated)	5	-6	-2.5	-3	2	0.5	-1	0.4	2
CCOC(=O)c1ccc(OS(=O)(=O)c2ccccc2)c(OC)c1	-1	-1	-0.8	2	1	0.5	-6	0.4	3
O=C(CNC(=O)Cn1cnc2sc3c(c2c1=O)CCCC3)NCc1ccccn1	9	0	1.3	-2	-3	0.8	-1	-3.2	-43
COc1ccc(OC)c(-c2csc(N(C)C(=O)Cc3ccccc3)n2)c1	4	-6	0.8	-2	11	-0.2	1	1.7	11
CCNc1nc(SCC(=O)OC)nc(N(C)C)n1	31	-2	0.9	5	0	0.5	-5	0.7	-6
CC1CCN(CC(O)COc2ccc(F)cc2)CC1 (configuration not stated)	11	-5	0.6	-1	6	0.9	-2	-0.1	-41
COc1ccc(C(=O)c2no[n+]([O-])c2C(=O)c2ccc(OC)cc2)cc1	19	0	0.7	0	8	1.9	3	-18	56
Cc1ccc(Cn2c(C(=O)O)cc3sccc32)cc1	18	-5	-0.6	-3	-2	-0.1	-4	1.5	17
CC(=O)NC(C(=O)c1ccccc1)C(=O)c1ccccc1	18	-4	0.6	1	6	-0.1	-2	2.0	-25
COc1ccc(NC(=O)CSc2cc(C)nc3c(-c4ccccc4)cnn23)cc1	4	-4	-1.1	-1	3	0.5	-1	1.5	-14
CN(C(=O)C1CCOC1)c1nnc(-c2cccnc2)s1 (configuration not stated)	-6	0	0.2	-2	1	0.4	1	0.1	23
COC(=O)c1ccc(-c2ccco2)n1Cc1ccccc1Cl	-1	-11	-1.9	2	7	-1.1	0	-1.8	42
CCN(CC)S(=O)(=O)c1cccc(C(=O)Nc2nncs2)c1	-13	-12	0.7	4	6	0.3	-1	1.5	22
C/C(=N\Nc1cccc(Cl)c1)c1ccc(-n2ccnc2)cc1	4	-8	-0.2	-1	4	0.7	-1	-1.1	44
Cc1cc(NC(=O)CCC(=O)N(CC2CCCO2)C(C(=O)NC2CCCC2)c2ccccc2C)no1 (configuration not stated)	/	-7	-0.1	0	4	-0.1	-2	-1.3	/
CCCCC(=O)Nc1ccc(NC(=O)c2ccccc2[N+](=O)[O-])cc1OC	9	3	0.2	-1	3	0.6	-2	3.3	-1

# Further compounds follow.
compound	PPC-1+TRAIL kill	RBBP9 inh	TRPN1 ag	Wee1 degr inh	BaF3 parental	TRPML3 ag	Ba/F3 V617F tox	TNF death inh	CHOP inh
CCOc1ccc(-c2nc(C)c(C(C)=O)n2O)cc1	31[5 µM]	-4	0.6	0	6	0.3	2	-2.1	-2
COc1ccc(-c2nc(C#N)c(NCc3ccco3)o2)cc1	7	-9	-1.1	1	4	-0.5	2	2.2	20
O=C(CSc1ccc2c(c1)OCCO2)NCC1CCCO1 (configuration not stated)	14	-2	-1.1	3	2	0.1	-3	-2.6	-3
COc1ccc(/C=C/C(=O)NCc2cccnc2)cc1	4	2	1.2	3	9	0.5	1	-0.7	15
C/C(CC(=O)Nc1ccccc1Cl)=N\NC(=O)C(=O)NCCO	-10	3	-1.7	0	4	-0.1	-2	0.2	21
CCCCN(C)CCC(=O)Nc1ccc(C)cc1	30	0	-2.0	5	2	0.3	-4	1.5	-15
CC(=O)c1ccc(N/C=C\C(=O)c2ccc(C)cc2)cc1	28	-5	2.1	-1	8	0.9	-1	0.0	67
COc1ccc(C(=O)NNC2=CC(=O)CC(C)(C)C2)cc1	0	-16	-0.2	1	3	-0.5	4	1.9	0
